Assay outcomes: PubChem, several laboratories
K1F lysis inhibition – inhibition of K1F phage lysis, E. coli UTI89, bacterial capsule biogenesis inhibitors, alamar blue (AID 488966). 340,000 tested, 0.02% active. E. coli UTI89 K1F phage lysis, alamar blue, 2 h; higher % means a stronger effect. inhibition, % at 100 µM, or IC50 in µM where a hit was titrated;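 active = phage lysis inhibition, versus mean bacterial control, above a set limit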;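 also: capsule biogenesis inhibitors block K1F phage lysis so surviving cells raise fluorescence; higher fluorescence means more inhibition of phage lysis; actives were called in the ten point dose series up to 300 µM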
NTR1 ag – agonists of NTR1, primary screen, imaging, U2OS cells, beta-arrestin-GFP, high content (AID 493036); NTR1-U2OS beta-arrestin-GFP spot imaging, agonist mode; activation, % at 20 µM; 330,000 tested, 0.17% active;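 active = activation at or above 40% of the spot to cytoplasm intensity ratio, with at least 20 cells analyzed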;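 also: 0% = DMSO without peptide and 100% = 100 nM NTR1 peptide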
Target sequence (P30989 whole entry, looked up): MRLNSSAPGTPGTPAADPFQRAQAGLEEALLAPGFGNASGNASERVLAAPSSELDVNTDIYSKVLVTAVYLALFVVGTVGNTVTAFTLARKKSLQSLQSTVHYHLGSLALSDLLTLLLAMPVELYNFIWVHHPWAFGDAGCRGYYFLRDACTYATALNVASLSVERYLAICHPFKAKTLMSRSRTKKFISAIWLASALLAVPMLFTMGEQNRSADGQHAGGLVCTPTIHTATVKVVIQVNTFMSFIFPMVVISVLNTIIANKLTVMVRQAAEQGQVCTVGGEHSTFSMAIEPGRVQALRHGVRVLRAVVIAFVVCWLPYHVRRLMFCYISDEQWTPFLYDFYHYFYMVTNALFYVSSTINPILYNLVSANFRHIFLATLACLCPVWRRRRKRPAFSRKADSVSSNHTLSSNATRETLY
MgcRacGAP inhibition – MgcRacGAP GTPase-activating activity inhibitors, confirmation, biochemical, ADP Hunter fluorescence; Rac GTPase-activating protein 1 (Homo sapiens); MgcRacGAP-stimulated Rac1 GTP hydrolysis, ADP Hunter fluorescence; higher % means a stronger effect; GST-tagged Rac1 F28L mutant substrate; one-dose inhibition, % at 30 µM; IC50 in µM for titrated hits; 340,000 tested, 0.6% active; AID 624330, 2012;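 active = first-screen hits whose inhibition reached a set limit at any dose in the follow-up dose series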;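 also: fluorescence reports GDP produced by GAP-driven GTP hydrolysis; strong numbers were not always called active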
NTR1 ag cell count 20 µM – recorded beside NTR1 ag, whose call it bears; cell count; measured here: cell count, cytotoxicity flag
An asterisk follows results filed as active; & = joins results of further samples; [ ] = dose if it differs, or a comment. This is a subset; rates above refer to the full screens.

The line under a structure holds: K1F lysis inhibition, NTR1 ag, NTR1 ag cell count 20 µM, MgcRacGAP inhibition
1	Cc1ccccc1OCCC(=O)OCC(=O)NC1CCS(=O)(=O)C1 (stereo not given)
    1.4%[50 µM], -0.3, 49, 4%
2	O=C(OCCCc1cc2ccccc2c(=O)o1)c1ccccc1C(F)(F)F
    -1.1%, 1.6, 58, 5%
3	Cc1ccccc1S(=O)(=O)N1[C@@H](c2ccc(Br)cc2)C(C(=O)O)=CC[C@H]1c1ccc(Cl)cc1
    -0.5%, 7.4, 60, -5%
4	Nc1ccc(C(=O)O)cc1
    3.2%&0.1%&2.1%, 3.2&0.9&0.2, 57&60&106, 1%&2%&4%
5	COc1ccccc1S(=O)(=O)Nc1cccc(S(=O)(=O)N2CCCC2)c1
    0.5%, 0.6, 57, 0%
6	CCOC(=O)C1=C(C)NC(C)=C(C(=O)OCC)C1C(=O)OCC(=O)N1CCCCC1C (stereo not given)
    0.5%[50 µM], -1.3, 41, 3%
7	O=C(/C=C/c1ccc([N+](=O)[O-])cc1)OCC(=O)c1ccc[nH]1
    0.4%[50 µM], 0.0, 62, 1%
8	CC[C@@H]1C/C=C\Cc2ccccc2[C@@H](C(=O)C[C@@H](O)CC(C)=O)OC1=O
    0.3%, 0.7, 61, 1%
9	Cc1ccc(S(=O)(=O)N2CCN(S(=O)(=O)c3ccccc3Br)CC2)cc1
    0.1%, -1.0, 28, 4%
10	COCCNc1nc(C)cc(-c2cc(C(=O)Nc3ccccc3)on2)n1
    0.3%, -1.1, 63, 11%
11	Cc1ccc(OCCC(=O)OCC(=O)Nc2ccc3c(c2)OCO3)cc1
    0.1%[50 µM], 0.7, 68, 2%
12	COc1cc(C)c(C(=O)Oc2cc(C)c(C(=O)O)c(O)c2C)c(O)c1C(=O)O
    4.4%, -1.1, 92, 8%
13	Cc1ccc(S(=O)(=O)NCc2ccccc2)cc1C(=O)N1CCN(S(=O)(=O)c2ccccc2)CC1
    1.1%[50 µM], 0.0, 55, 10%
14	CC(C)OC(=O)c1c(N)sc2c1CCCC2
    -0.9%, 0.9, 67, 22%
15	CN(CC(=O)Nc1ccccc1Cl)C(=O)COC(=O)C1CCN(c2ccc(C(F)(F)F)cn2)CC1
    0.0%[50 µM], 1.2, 57, -1%
16	Cc1cccc(NC(=O)CNC(=O)c2cn(Cc3ccccc3)nc2-c2cccnc2)c1C
    1.7%[50 µM], 1.7, 71, 3%
17	CCCC[C@@H]1C=C(C(=O)O)[C@H](c2ccc(CC)cc2)N1S(=O)(=O)c1ccc(C)cc1
    -0.1%, 5.1, 63, 9%
18	Cc1ccc(OCC(=O)Nc2nc(C)c(Cl)cc2Cl)c([N+](=O)[O-])n1
    0.3%[50 µM], 0.6, 58, 6%
19	CCCCn1c(N)c(N(CC(C)C)C(=O)C2CC(=O)N(c3ccccc3C(C)CC)C2)c(=O)[nH]c1=O (stereo not given)
    -0.1%[50 µM], 3.9, 53, 5%
20	O=C1C=C(c2cc(Cl)cc(Cl)c2)C[C@@H](c2ccc(F)cc2)C1
    1.1%, 5.4, 54, 0%
21	CS(=O)(=O)N(CC(=O)N1CCN(c2ccccc2)CC1)c1ccccc1Cl
    0.0%, -0.1, 45, 6%
22	O=C(CSc1ccccc1)NCC1(N2CCOCC2)CCCCC1
    0.6%[50 µM], 0.0, 60, 8%
23	CCOc1ccc(Cc2nnc(SCC(=O)Nc3ccc(OC)cc3)n(N)c2=O)cc1
    0.2%[50 µM], 1.9, 59, -2%
24	CCN(C[C@H]1N[C@@](C)(C(=O)OC)[C@H]2C(=O)N(Cc3ccccc3)C(=O)[C@@H]12)C(=O)Nc1ccccc1
    -0.1%, 0.8, 63, -4%
25	CCN(CC(=O)Nc1c(F)cccc1F)C(=O)C1COc2ccccc2O1 (stereo not given)
    0.4%[50 µM], 0.1, 60, 6%
26	Cc1ccc(S(=O)(=O)NCCC2=CCCCC2)cc1
    -0.5%[50 µM], 1.7, 85, 6%
27	NC(=O)c1ccccc1OCC(=O)Nc1ccc2c(c1)OCCO2
    0.6%[50 µM], -1.6, 67, -3%
28	COc1cccc(NC(=O)CN2C(=O)NC3(CCCCCC3)C2=O)c1
    -4.2%, 0.1, 73, -3%
29	CCN(CC(=O)Nc1ccc(NC(C)=O)cc1)C(=O)c1ccc(=O)n(C)n1
    0.7%[50 µM], 3.3, 61, 6%
30	CCN(CC(=O)Nc1c(F)cccc1F)C(=O)C1=COCCO1
    1.9%[50 µM], 1.7, 77, 4%

Brought forward from above: 2 entries, followed by the next part.
The line under a structure holds: K1F lysis inhibition, NTR1 ag, NTR1 ag cell count 20 µM, MgcRacGAP inhibition
29	CCN(CC(=O)Nc1ccc(NC(C)=O)cc1)C(=O)c1ccc(=O)n(C)n1
    0.7%[50 µM], 3.3, 61, 6%
30	CCN(CC(=O)Nc1c(F)cccc1F)C(=O)C1=COCCO1
    1.9%[50 µM], 1.7, 77, 4%
31	CC(C)(C)NC(=O)C(c1ccc(-c2ccccc2)cc1)N(C[C@H]1CC[C@@H]([C@@H]2CC[C@H](CO)O2)O1)C(=O)c1cccc(Cl)c1 (stereo not given in full)
    0.1%, 8.6, 70, 11%
32	COc1cc2oc(=O)ccc2cc1-c1c(OC)ccc2ccc(=O)oc12
    -2.1%, -0.6, 57, 0%
33	Cc1nn(CC(=O)Nc2cc(S(=O)(=O)N3CCOCC3)ccc2Cl)c(C)c1[N+](=O)[O-]
    0.6%[50 µM], 1.6, 72, 2%
34	CCN1C(=O)N[C@@H](CCc2ccccc2)[C@H](C(C)=O)[C@H]1C
    0.4%, 0.6, 56, 9%
35	CCCCCCC[C@@H](C/C=C/CCC(=O)N(C)C/C(=C/Cl)C/C(=C\C(=O)N1C[C@H](O)CC1=O)OC)OC
    -0.7%, 31, 58, -15%
36	CN(C)CCC(Oc1ccccc1OCc1ccccc1)c1ccccc1 (stereo not given)
    -0.7%, 1.1, 57, 4%
37	COc1cnc(-c2ccccc2)c(-c2ccccc2)n1
    -0.7%, 2.4, 54, 7%
38	CCCCCCCCN1N=N[C@H]2[C@H]1[C@@H]1C[C@H]2N(C(=O)OC(C)(C)C)O1
    -0.1%, 1.8, 63, 2%
39	CCCn1c(N)c(N2CCCCC2)c(=O)n(CC(=O)Nc2cccc(S(=O)(=O)N(C)C)c2)c1=O
    2.8%[50 µM], -1.7, 50, 2%
40	Fc1ccc2cc(-c3ccsc3)ncc2c1
    2.4%, -0.4, 47, 8%

Entries of single compounds, quoted from the list. Order of values: K1F lysis inhibition | NTR1 ag | NTR1 ag cell count 20 µM | MgcRacGAP inhibition
COc1cc2oc(=O)ccc2cc1-c1c(OC)ccc2ccc(=O)oc12 in the list: -2.1% | -0.6 | 57 | 0%
CC(C)(C)NC(=O)C(c1ccc(-c2ccccc2)cc1)N(C[C@H]1CC[C@@H]([C@@H]2CC[C@H](CO)O2)O1)C(=O)c1cccc(Cl)c1 (stereo not given in full) in the list: 0.1% | 8.6 | 70 | 11%
CCCCCCC[C@@H](C/C=C/CCC(=O)N(C)C/C(=C/Cl)C/C(=C\C(=O)N1C[C@H](O)CC1=O)OC)OC in the list: -0.7% | 31 | 58 | -15%
Fc1ccc2cc(-c3ccsc3)ncc2c1 in the list: 2.4% | -0.4 | 47 | 8%

Next entries
#41 COc1cc([N+](=O)[O-])ccc1NC(=O)COC(=O)CCOc1ccc(C)cc1
#42 COc1ccc(NC(=O)CN(C)C(=O)c2oc3c(ccc4ccccc43)c2C)cc1
#43 N#Cc1ccc(Oc2ccc(S(=O)(=O)N3CCCC3)cn2)cc1
#44 Cc1c(C)n2c(SCC(=O)N3CCC(C)CC3)nnc2[nH]c1=O
#45 CN(C)CCCNC(=O)C[C@H]1C[C@H](C(=O)N2CCCCC2)[C@@]2(C)c3[nH]c4ccc(Cl)cc4c3CCN2C1=O
#46 CC[C@@]1(C(=O)OC)N[C@H](CN(C)S(=O)(=O)c2ccccc2)[C@@H]2C(=O)N(C)C(=O)[C@@H]21
#47 O=C(NCC(c1ccco1)N1CCCCC1)c1ccc(S(=O)(=O)Nc2ccccc2)cc1 (stereo not given)
#48 O=C(/C=C/c1ccccc1)OCC(=O)N1CCN(c2ccccc2)CC1

assay / entry	41	42	43	44	45	46	47	48
K1F lysis inhibition	0.3%[50 µM]	0.9%[50 µM]	0.3%[50 µM]	1.2%[50 µM]	0.1%	0.0%	0.4%[50 µM]	0.3%[50 µM]
NTR1 ag	1.0	1.5	1.5	0.8	0.6	2.4	1.0	0.1
NTR1 ag cell count 20 µM	56	58	55	60	58	87	61	55
MgcRacGAP inhibition	2%	3%	7%	10%	8%	5%	2%	5%

Down the list, quoted from above.
Entries 31 to 41 in MgcRacGAP inhibition, in turn: 11%, 0%, 2%, 9%, -15%, 4%, 7%, 2%, 2%, 8%, 2%
Entries 31 to 41 in NTR1 ag, in turn: 8.6, -0.6, 1.6, 0.6, 31, 1.1, 2.4, 1.8, -1.7, -0.4, 1.0
Entries 31 to 41 in K1F lysis inhibition, in turn: 0.1%, -2.1%, 0.6%[50 µM], 0.4%, -0.7%, -0.7%, -0.7%, -0.1%, 2.8%[50 µM], 2.4%, 0.3%[50 µM]

(list continues)
#49 O=C(NCc1cccc(Br)c1)C1CC(c2ccc(C(F)(F)F)cc2)=NO1 (stereo not given)
#50 CC(=O)Nc1cccc(NS(=O)(=O)c2c(C)noc2C)c1
#51 COc1ccc([N+](=O)[O-])cc1NC(=O)C(C)NNC(=O)c1cccc([N+](=O)[O-])c1 (stereo not given)
#52 O=C(COC(=O)c1cccc(O)c1)Nc1nnc(-c2ccccc2)o1
#53 Cc1cc2ncn(S(=O)(=O)c3ccc(S(=O)(=O)N4CCCCCC4)cc3)c2cc1C
#54 CSCCC(NC(=O)c1ccco1)C(=O)NCCc1ccc(F)cc1 (stereo not given)
#55 CC1CCC(NC(=O)c2cc3c(s2)CCCC3)CC1 (stereo not given)
#56 COc1ccc(OC)c(-c2csc(NC(=O)C3CSC4(C)CCC(=O)N34)n2)c1 (stereo not given)

assay / entry	49	50	51	52	53	54	55	56
K1F lysis inhibition	3.0%	0.6%[50 µM]	0.3%[50 µM]	0.5%[50 µM]	-5.2%	1.3%[50 µM]	0.7%[50 µM]	1.0%[50 µM]
NTR1 ag	5.3	-1.9	-0.6	-0.9	-0.4	-0.5	0.9	1.2
NTR1 ag cell count 20 µM	45	47	57	56	57	61	54	59
MgcRacGAP inhibition	8%	7%	4%	7%	-4%	2%	3%	3%

#57 COc1cccc(COC(=O)C2CCN(S(=O)(=O)c3ccc(F)cc3)CC2)c1OC
#58 O=C(CSc1nc(=O)n(CCCN2CCOCC2)c2c1CCC2)Nc1cccc(F)c1
#59 O=C(CCNS(=O)(=O)c1ccccc1)NNC(=O)COc1ccccc1F
#60 CCOC(=O)c1ccccc1NC(=O)COC(=O)C(CCSC)NC(=O)COc1ccccc1 (stereo not given)
#61 CCn1c(SCC(=O)Nc2ccc(NC(=O)c3ccco3)cc2)nnc1-c1cccs1
#62 COC(C[C@@H](O)C[C@@H](O)[C@H](C)OCc1ccccc1)OC
#63 COc1ccc(NC(=O)Nc2ccc3c(c2)C(=O)N([C@H](C)CO)C[C@H](C)[C@@H](CN(C)S(C)(=O)=O)O3)cc1
#64 COc1cc(OC)cc(-c2sc3ccc(OC)cc3c2C#CCO)c1

assay / entry	57	58	59	60	61	62	63	64
K1F lysis inhibition	0.9%[50 µM]	0.7%[50 µM]	0.5%[50 µM]	-0.7%[50 µM]	2.0%	0.4%	0.9%	-1.1%
NTR1 ag	-0.2	1.2	1.5	4.2	-0.9	0.1	2.1	10
NTR1 ag cell count 20 µM	58	89	71	51	71	79	73	58
MgcRacGAP inhibition	5%	2%	5%	5%	15%	14%	11%	5%

Some of these compounds in order of the MgcRacGAP inhibition value, ascending.
cpd	molecule	MgcRacGAP inhibition
58	O=C(CSc1nc(=O)n(CCCN2CCOCC2)c2c1CCC2)Nc1cccc(F)c1	2%
57	COc1cccc(COC(=O)C2CCN(S(=O)(=O)c3ccc(F)cc3)CC2)c1OC	5%
17	CCCC[C@@H]1C=C(C(=O)O)[C@H](c2ccc(CC)cc2)N1S(=O)(=O)c1ccc(C)cc1	9%

Going on with the list.
#65 COc1ccc(C(CNC(=O)c2cc(S(=O)(=O)NCc3ccccc3)ccc2C)N2CCOCC2)cc1 (stereo not given)
#66 CN(C)S(=O)(=O)c1ccc(SCC(=O)Nc2ccc3c(c2)OCCO3)nc1
#67 CC(OC(=O)Cn1[nH]c(=O)c2ccccc2c1=O)C(=O)NC1(C#N)CCCCC1 (stereo not given)
#68 CC(=O)c1ccc(OC(C)C(=O)NC2CCCCC2C)cc1 (stereo not given)
#69 CC(=O)c1cccc(NC(=O)c2c(-c3c(F)cccc3Cl)noc2C)c1

assay / entry	65	66	67	68	69
K1F lysis inhibition	0.0%[50 µM]	1.0%[50 µM]	1.2%[50 µM]	0.0%[50 µM]	0.0%[50 µM]
NTR1 ag	1.0	-1.1	1.6	-1.6	-1.6
NTR1 ag cell count 20 µM	61	60	55	55	63
MgcRacGAP inhibition	-2%	4%	0%	-3%	1%
